# Bioassay records deposited in PubChem BioAssay by several laboratories.
# ER stress rescue – rescue of cells from ER stress-induced death, primary screen, 384-well, CSM14.1, thapsigargin, ATP luminescence (AID 1222). 190,000 tested, under 10 active. CSM14.1 thapsigargin-induced death rescue, ATP luminescence; higher % means a stronger effect. cellular ATP content (survival), % at 20 µM; hits with a dose series show EC50 in µM;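 active = EC50 below 50 µM in the dose-response confirmation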;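 note: death triggered by thapsigargin at about 15 µM added after 2 h compound pretreatment; cell ATP read after overnight thapsigargin exposure of roughly 18 to 22 hours; normalized against plate controls of thapsigargin alone and 5% DMSO vehicle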
# Insulin prom up – MIN6 insulin promoter up-regulation; MIN6 insulin promoter-GFP reporter, high-content imaging; hits give high values; hit rate 0.3% among 190,000; z-score at 5 µM;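 active = z-score above 3 at 5 µM with at least 500 cells counted in the well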
# MT stabilize HCS – microtubule stabilization, imaging screen; % tubulin-high responders, % at 10 µM; hit rate 0.83% among 200,000; HeLa tubulin immunostaining HCS, 24 h; share of cells brighter than vehicle mean+2SD; AID 2205;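 active = plate Z-score above 3 for both tubulin-high and condensed-nucleus cell shares, with cell loss under 80%, at 10 µM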;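 note: anti alpha tubulin signal scored within the nucleus-defined area of each cell; some results filed as inactive read as strong as hits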
# WT yeast gro inh – growth inhibition of WT yeast, mitochondrial fusion screen. mitochondrial fusion phenotypic screen, WT strain. hit rate 2.1% among 190,000. inhibition, % at 10 µM. AID 1362; in the data active = inhibition above about 58%; tested in S. cerevisiae
# Lipid droplet – hepatic lipid droplet formation modulation; AML12 mouse hepatocytes, oleate lipid droplets, BODIPY imaging; hit rate 0.4% among 240,000; inhibition, % at 6.5 µM;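 active = lipid droplet intensity inhibited by at least 50%, with more than 500 cells counted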
#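 Assay system: AML12 hepatocytes (mouse); Probe or stimulus: oleic acid at 100 µM to induce lipid droplet formation; Dosing: compound at 6.5 µM only; Schedule: compound with oleate, overnight; Detection: fluorescence imaging, 20x objective, two fields per well; Measure: % inhibition of lipid droplet signal.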
# Autophagy mod – autophagy modulation, high-content screen | hit rate 0.98% among 190,000 | MEF GFP-LC3 puncta imaging; test concentration mostly 10 µM | calls only at 10 µM (by protocol);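 active = percentage of spot-positive cells more than 3 SD above its plate mean, without a fluorescence outlier flag or 80% toxicity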;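 note: spot-positive cell cutoff set from DMSO-treated cells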
# XIAP antagonists – small molecules displacing peptide from XIAP – biochemical, IAP family, fluorescence polarization (AID 1018); XIAP BIR domain, fluorescence polarization peptide displacement; higher % means a stronger effect; hit rate 0.007% among 200,000; one-dose displacement, % at 20 µM; IC50 in µM for titrated hits; in the data active = displacement above about 50%; note: a part of the inactive calls stands beside numbers as strong as those of hits
# Dynein cargo inh – dynein cargo transport inhibition. 3617.4 mouse cells, GR-EGFP nuclear translocation imaging; test concentration mostly 20 µM; stimulated with dexamethasone, 1 µM; hits give low values. z-score, hits read low. hit rate 0.47% among 220,000. AID 1381;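 active = plate z-score of nuclear minus cytoplasmic receptor signal below a set negative limit, without overly bright fluorescence or cell loss, cut at about -3.5 in these data, passing the limit was not always enough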;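 note: z-score of nuclear minus cytoplasmic ring GR-EGFP intensity difference per well; some compounds called inactive have numbers as strong as hits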
#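 Buffer or medium: tet-free, stripped-serum medium; Also added: dexamethasone, 1.0 µM final; Technique: high-content fluorescence imaging after fixation; Times: 48 h induction, 1 h compound, 30 min dex at 37 °C; Read-out: per-cell GR-EGFP intensity, nucleus versus surrounding cytoplasmic ring, well-averaged.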
# bCat nuc transl – modulators of beta-catenin nuclear translocation | HeLa beta-catenin nuclear translocation, immunofluorescence imaging | nuclear translocation activity, % at 5 µM | hit rate 0.3% among 190,000 | AID 1665;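 active = nuclear translocation activity above 50% at 5 µM, with a well cell count of 50 or more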;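 note: per-cell ratio of nuclear to cytoplasmic median beta-catenin stain intensity; plate controls were DMSO negative control for no effect and GSK-3 inhibitor IX positive control for full effect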
#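 test system = HeLa cells, endogenous beta-catenin | dosing = single 5 µM dose plus 0.02–20 µM confirmation series | times = compound treatment 24 h, 37°C, 5% CO2 | technique = beta-catenin immunofluorescence imaging with DAPI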
# WT yeast gro inh mutant strain – also measured in WT yeast gro inh; calls as there; inhibition, %; mitochondrial fusion phenotypic screen, mutant strain inhibition
# Dynein cargo inh cytoplasmic EGFP – recorded beside Dynein cargo inh, whose call it bears; z-score; measured here: cytoplasmic GR-EGFP intensity; hits give high values
# Dynein cargo inh nuclear GR-EGFP – second read-out of Dynein cargo inh, no call of its own (marks repeat the call); z-score; measured here: nuclear GR-EGFP intensity;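 lower value marks the stronger effect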
# Dynein cargo inh cell count – also measured in Dynein cargo inh; calls as there; z-score; measured here: cell count per field
# Insulin prom up cell count – also measured in Insulin prom up; calls as there; cell count; measured here: cytotoxicity, nuclei count;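 total cells summed across four imaged fields per well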
# Lipid droplet cells 6.5 µM – also measured in Lipid droplet; calls as there; cell count; measured here: cell count, cytotoxicity flag;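 cells counted across two imaged fields per well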
# bCat nuc transl cell count 5 µM – further read-out of bCat nuc transl, marked with its call; cell count; measured here: cell count, cytotoxicity flag
# MT stabilize HCS Hoechst-high % – further read-out of MT stabilize HCS, marked with its call; % Hoechst-high responders; measured here: nuclear condensation Hoechst responders;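 share of cells brighter than vehicle mean plus two SD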
# MT stabilize HCS cytotoxicity % – also measured in MT stabilize HCS; calls as there; toxicity, %; measured here: cytotoxicity by cell density;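 0% = mean cell density of plate MIN control wells and 100% = no cells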
# Autophagy mod cell loss 18 h – further read-out of Autophagy mod, marked with its call; toxicity, %; measured here: cell loss, nuclei count;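 cell loss after 18 h compound exposure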
# * = called active by the depositor; i = inactive; . = no result given; & = joins results of further samples.
molecule,WT yeast gro inh mutant strain,ER stress rescue,bCat nuc transl cell count 5 µM,Lipid droplet,MT stabilize HCS cytotoxicity %,Autophagy mod cell loss 18 h,MT stabilize HCS Hoechst-high %,Insulin prom up,Insulin prom up cell count,WT yeast gro inh,XIAP antagonists,bCat nuc transl,Dynein cargo inh,Dynein cargo inh nuclear GR-EGFP,MT stabilize HCS,Lipid droplet cells 6.5 µM,Dynein cargo inh cytoplasmic EGFP,Dynein cargo inh cell count,Autophagy mod
CC1(C)CC2CC(C)(CN2Cc2c(O)ccc3ccccc23)C1 (stereo not drawn),-21.0,0.2%,1030,-4.2,4.3,-2.3,2.8,.,.,4.8,-9.3%,-0.3,-0.936,-0.454,3.2,754,-0.294,0.7,i
O=C(NCc1ccco1)C(c1ccncc1)N(CCC1=CCCCC1)C(=O)Cn1nnc2ccccc21 (stereo not drawn),12.5,-0.7%,1195,.,0.2,12.5,1.2,0.54,1205,-0.6,-1.1%,3.8,1.73,1.09,2.4,.,-0.18,-1.1,i
Cc1cc(O)ccc1N/C=C(\C#N)c1nc2ccccc2o1,1.4,-2.9%,1093,-24.0,8.4,13.3,2.1,0.36,1343,-4.9,-7.9%,-1.7,-0.0352,-0.173,2.1,703,-0.203,-0.206,i
O=C(NC1CCCCC1)c1ccc(CNc2ccccc2)o1,14.8,-2.2%,964,.,7.9,15.4,3.0,0.51,1181,6.6,-20.7%,-3.7,-0.547,0.0231,4.1,.,-0.262,-0.0797,i
O=C(CN(Cc1ccc2c(c1)OCO2)C(=O)CNC(=O)c1ccco1)NC1CCCCC1,-43.8,0.7%,1053,.,12.9,-0.9,2.6,-0.16,1311,-13.0,-3.2%,-4.2,0.258,0.236,1.7,.,-0.213,-0.34,i
N#Cc1c(Cl)cccc1-n1ccnc1,-4.7,-1.6%,1334,.,2.8,-9.1,0.8,-0.1,1651,-14.3,-4.1%,-0.6,3.54,1.67,2.1,.,-0.0545,-2.33,i
COc1ccc(-n2nnnc2SCC(=O)NCCc2ccccc2)cc1OC,1.1,-0.7%,962,-15.6,2.0,-2.2,2.2,-0.6,1539,-6.7,-2.9%,-0.2,0.666,0.335,2.3,637,-0.319,-0.247,i
CCOC(=O)C1=C(C)NC(=O)NC1c1ccsc1 (stereo not drawn),1.4,-2.2%,.,4.8,7.6,-2.3,1.8,0.27,922,-3.7,-0.2%,.,-0.586,0.0176,2.7,767,-0.105,0.657,i
N#C/C(C(N)=O)=C1/SC(Cc2ccc(F)cc2)C(=O)N1c1ccccc1 (stereo not drawn),.,.,1353,10.1,.,.,.,0.25,1133,.,.,-1.1,0.365,0.767,.,713,-0.211,-0.562,.
COC(=O)c1ccc(N2CCN(c3ccccc3)CC2)c(NC(=O)C2CC2)c1,19.4,-3.0%,.,.,6.9,-5.2,2.0,.,.,14.9,-4.2%,.,0.28,-0.109,1.1,.,-0.158,-0.505,i
Cc1sc2ncnc(SCC(=O)NC(C)C(C)C)c2c1C (stereo not drawn),2.7,-4.8%,1077,-1.6,2.4,-19.2,0.9,0.08,1384,6.0,0.2%,-0.6,0.471,0.515,0.8,701,-0.29,0.265,i
Cc1ccc(-n2nnnc2Sc2nc([N+](=O)[O-])nn2C)cc1,-20.7,-2.7%,1190,2.0,1.4,-6.8,3.8,-0.07,727,-13.6,1.3%,2.3,0.0434,-0.108,3.1,686,-0.246,0.404,i
C/C(N)=C(/C#N)C(=O)COC(=O)c1ccc(NC(N)=O)cc1,.,.,1283,0.2,.,.,.,-0.91,1063,.,.,-0.9,-0.595,-0.628,.,650,-0.773,0.109,.
COC(=O)c1ccc(CSc2nnc(NC(=O)C3CC(=O)N(c4ccc5c(c4)OCCO5)C3)s2)cc1 (stereo not drawn),-4.8,-1.3%,938,-4.6,10.2,4.9,2.5,-0.14,1238,-1.8,-6.7%,-0.2,-0.291,-0.143,5.4,589,-0.225,0.367,i
CC1(C)SCC2C(=O)N3C(CSC3(C)C)C(=O)N21 (stereo not drawn),-1.0,1.2%,1181,.,3.1,-11.2,2.5,-0.89,989,-0.3,-4.8%,-1.3,0.97,0.412,4.6,.,-0.241,-0.719,i
O=c1c2ccccc2oc2nc(-c3cccs3)n(CCc3ccccc3)c(=O)c12,9.3,15.6%,962,-8.2,10.7,0.8,2.6,-0.26,1339,-1.8,-1.8%,-2.5,-0.133,0.267,1.8,616,0.625,-0.0281,i
Nc1nnc(-c2cccnc2)s1,-46.0,3.0%,1155&1162,-0.1&2.9,11.8,10.3,2.0,0.66&0.38,1129&1359,-11.6,-1.5%,-2.9&-1.0,3.54&-0.0354,1.65&-0.281,2.2,790&739,-0.0365&-0.261,-2.32&0.596,i
COC(=O)c1ccc(CSc2nnc(-c3ccncc3)o2)o1,0.8,-2.3%,905,.,3.8,-11.2,1.9,0.15,974,-20.9,-2.2%,-4.3,-0.541,-0.00529,3.3,.,-0.191,0.489,i
Cc1cccc(C)c1NC(=O)CSc1nnc(-c2ccco2)c(-c2ccco2)n1,-18.8,-1.4%,1318,.,7.2,0.5,1.3,0.76,1415,5.4,-2.4%,-1.3,-0.134,-0.241,2.3,.,-0.285,1.49,i
O=C(COC(=O)Cc1cn2ccsc2n1)Nc1nc2ccccc2s1,-13.7,1.9%,939,.,6.9,-9.5,1.8,0.79,1049,3.6,-8.4%,-4.6,-0.229,0.0443,2.4,.,-0.233,0.843,i

# The list goes on:
molecule,WT yeast gro inh mutant strain,ER stress rescue,bCat nuc transl cell count 5 µM,Lipid droplet,MT stabilize HCS cytotoxicity %,Autophagy mod cell loss 18 h,MT stabilize HCS Hoechst-high %,Insulin prom up,Insulin prom up cell count,WT yeast gro inh,XIAP antagonists,bCat nuc transl,Dynein cargo inh,Dynein cargo inh nuclear GR-EGFP,MT stabilize HCS,Lipid droplet cells 6.5 µM,Dynein cargo inh cytoplasmic EGFP,Dynein cargo inh cell count,Autophagy mod
O=C1c2ccccc2C(=O)N1CCCc1c[nH]c2ccccc12,-9.3,-0.6%,1041,-17.3,9.0,3.3,2.3,-0.32,1266,11.9,-3.5%,-0.4,-1.01,-0.226,5.9,699,-0.28,0.665,i
COc1ccc(-c2noc(CCC(=O)N3CCN(c4cccc(C(F)(F)F)c4)CC3)n2)cc1,10.6,15.2%,1240,-10.9,7.5,-12.7,1.1,-0.67,833,9.6,-6.0%,0.8,-0.492,0.352,2.0,747,-0.166,-0.461,i
c1ccc(CCCNCC2COc3ccccc3O2)cc1 (stereo not drawn),39.3,-1.4%,1115,-9.6,3.1,0.7,2.7,-0.13,1271,23.1,-5.8%,0.9,-0.346,-0.16,2.5,720,-0.348,1.32,i
Cc1ccc(S(=O)(=O)N(C)Cc2nc(-c3ccccn3)no2)cc1,-19.4,1.5%,1028,-0.3,6.4,-8.6,1.8,0.27,1263,-34.0,2.4%,1.1,0.166,0.746,3.2,738,0.732,0.397,i
COc1ccc(-n2c(-c3ccc(F)cc3)cnc2SCC(=O)NCc2ccco2)cc1,-10.1,-0.5%,1229,-18.5,8.1,-1.9,1.4,0,891,-0.7,-0.9%,-5.4,-0.556,0.16,1.2,693,0.58,-0.0492,i
O=C(CC(C(=O)N1CCc2ccccc21)n1ccnc1)NCc1ccccc1 (stereo not drawn),-4.5,-2.0%,1110,0.4,5.5,7.8,1.4,.,.,-6.6,-2.6%,-5.4,0.339,0.416,2.1,769,-0.029,0.2,i
COc1ccc(N(C)C(=O)c2onc3c2CCCC3)cc1,3.2,-0.5%,536,-6.7,3.0,14.8,1.0,0.08,1414,7.3,-0.8%,-2.0,-0.0198,-0.36,2.3,685,-0.298,-0.0477,i
COCCCN1CCc2[nH]c(=S)[nH]c(=O)c2C1,12.3,-2.3%,985,-8.7,7.0,5.3,3.4,-0.73,1315,3.1,-5.3%,1.0,0.683,0.513,3.2,540,-0.161,-1.82,i
COc1ccc(NCc2nnc(SCC(=O)Nc3ccc(OC)cc3)n2C)cc1,16.5,-0.5%,1121,15.5,5.5,-1.5,3.2,0.05,1351,13.3,-3.4%,-4.5,-0.435,0.204,0.0,702,-0.113,-0.29,i
NC(=O)/C(=C/c1ccc2c(c1)OCO2)NC(=O)c1ccco1,9.5,0.1%,1473,6.7,1.3,0.0,0.8,0.19,1339,14.7,-6.4%,-0.1,-0.214,-0.664,2.7,633,-0.376,1.24,i
Cc1ccccc1C(=O)N1CCC(C(=O)Nc2cccc(F)c2)CC1,1.4,0.1%,902,.,13.2,-1.6,2.4,0.37,956,0.4,-2.6%,-0.1,-0.938,-0.148,4.1,.,-0.36,1.25,i
CC1CCN(c2nnc(N)s2)CC1,-6.4,0.3%,1258,5.7,8.2,-13.7,1.9,.,.,-18.7,-0.2%,-2.8,-0.538,-0.152,3.1,718,-0.404,0.883,i
Cc1cc2c(C)nc(Cc3ccccc3)nc2o1,-15.4,2.0%,1068,-14.5,7.0,8.6,2.0,.,.,1.6,-9.9%,0.0,0.77,0.374,2.8,635,-0.241,-0.261,i
CC1CCN(C(=O)Cn2cc(SCC(=O)NCC3CCCO3)c3ccccc32)CC1 (stereo not drawn),-0.4,1.6%,1105,-9.4,2.4,-3.5,1.7,-0.58,1188,-0.1,-4.9%,0.2,1.45,0.334,2.7,773,-0.197,-0.409,i
O=C(/C=C/c1cn(-c2ccccc2)nc1-c1cccnc1)N1CCCC1,7.3,-3.7%,1105,25.1,4.7,-9.8,1.7,0.13,1333,-2.3,-5.9%,-1.4,-0.778,-0.638,3.9,662,-0.261,1.28,i
